Gli-Sufu antag: antagonists of Gli-Sufu signaling; Sufu-KO-LIGHT fibroblasts, Gli luciferase reporter luminescence; inhibition, % at 5 µM; 0.74% of 340,000 active;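 active = inhibition above about 55%, limit read from the data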;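 also: 0% = DMSO-treated cells and 100% = wells with medium but no cells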
697 NFkB inh: inhibitors of the PMA/ionomycin-induced NF-kB reporter in 697 B cells. 697 B-cell NF-kB luciferase reporter, 16 h. inhibition, % at 4 µM. 0.33% of 330,000 active; in the data active = inhibition above about 35%
EBI2 block: EBI2 (human) antagonism; inhibition, % at 5 µM; EBI2 beta-arrestin recruitment, luminescence, 7a,25-OHC stimulated; AID 651636; P32249; 0.81% of 360,000 active; in the data active = inhibition above about 38%;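 also: enzyme fragment complementation signal reports receptor beta-arrestin coupling in cells; 0% = agonist plus DMSO wells and 100% = wells without agonist; some results beyond the cut were filed as inactive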
Target sequence (P32249 whole entry, looked up, the tested form may be a part): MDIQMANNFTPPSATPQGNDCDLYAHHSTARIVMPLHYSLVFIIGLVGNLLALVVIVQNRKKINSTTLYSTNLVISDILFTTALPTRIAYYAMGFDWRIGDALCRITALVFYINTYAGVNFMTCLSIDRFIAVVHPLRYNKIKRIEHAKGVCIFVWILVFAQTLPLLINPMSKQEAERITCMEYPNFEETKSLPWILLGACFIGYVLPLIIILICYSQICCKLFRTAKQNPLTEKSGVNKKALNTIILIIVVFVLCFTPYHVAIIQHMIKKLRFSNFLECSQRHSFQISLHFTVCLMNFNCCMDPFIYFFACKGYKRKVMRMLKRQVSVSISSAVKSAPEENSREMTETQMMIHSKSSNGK
Apaf1 inhib: inhibitors of human Apaf-1 apoptosome; O14727; reconstituted apoptosome caspase-3 activity, DEVD-Rh110 fluorescence; inhibition, % at 20 µM; 0.71% of 330,000 active; AID 489030; active = inhibition of at least 40% at 20 µM;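 also: plate controls were DMSO wells for no effect and DEVD-CHO caspase inhibitor wells for full effect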
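Medium: Hepes buffer, pH 7.5 / System: biochemical Apaf-1 apoptosome reconstitution / Measured by: Rh110 fluorescence, excitation 480 nm, emission 540 nm / Times: compound with Apaf-1, dATP, procaspase-3 30 min, then 50 min reaction, room temperature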
CCR6 antag: antagonists of human CCR6 receptor | P51684 | inhibition, % at 20 µM | CHO-K1 CCR6 PathHunter beta-arrestin, luminescence, CCL20-stimulated | 0.49% of 340,000 active;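 active = compounds whose inhibition of the agonist-driven luminescence signal at 20 µM reaches about 50%, limit read from the data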;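 also: cells stimulated with CCL20 at 14 nM final; plate controls were DMSO with CCL20 for no effect and DMSO without agonist for full effect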
Target sequence (P51684 whole entry, looked up): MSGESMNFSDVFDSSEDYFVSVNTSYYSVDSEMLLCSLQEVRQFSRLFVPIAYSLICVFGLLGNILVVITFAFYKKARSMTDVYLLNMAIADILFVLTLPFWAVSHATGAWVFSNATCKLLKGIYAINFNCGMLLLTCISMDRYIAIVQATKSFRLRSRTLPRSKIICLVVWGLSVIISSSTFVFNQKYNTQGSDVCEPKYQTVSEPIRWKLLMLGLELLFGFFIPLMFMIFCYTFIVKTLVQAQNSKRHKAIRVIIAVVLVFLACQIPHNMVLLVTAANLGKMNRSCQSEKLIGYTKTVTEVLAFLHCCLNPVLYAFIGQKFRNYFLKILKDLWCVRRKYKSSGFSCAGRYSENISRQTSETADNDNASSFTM
SENP8 inh: blocks the human protease SENP8; purified SENP8, Z-RLRGG-aminoluciferin cleavage, luminescence; inhibition, % at 10 µM; Q96LD8; 1.2% of 330,000 active
Jurkat NFkB inh: lowers PMA/ionomycin-induced NF-kB signal in Jurkat cells | 0.53% of 330,000 active | AID 435003 | inhibition, % at 4 µM | PMA/ionomycin-induced NF-kB luciferase reporter, luminescence
UBC13 polyUb: inhibitors of human UBC13 polyubiquitin chain formation | 0.47% of 330,000 active | AID 485273 | inhibition, % at 20 µM | TR-FRET; in the data active = inhibition above about 45%, passing the limit was not always enough
* = called active by the depositor; . = not tested or not shown. Rule as the data show it, unless noted: active = inhibition above about 50%; inactive = the rest.

Below each compound – Gli-Sufu antag	697 NFkB inh	EBI2 block	Apaf1 inhib	CCR6 antag	SENP8 inh	Jurkat NFkB inh	UBC13 polyUb
[1] C#CCOCCOCCOCCNc1nc(N2CCN(C(=O)[C@H]([C@@H](C)CC)n3cc([C@@H](N)CO)nn3)CC2)nc(N2CCN(C(=O)[C@H](Cc3cc4ccccc4[nH]3)n3cc([C@@H](N)C(C)CC)nn3)CC2)n1 (stereo partly specified)
  .	4	.	48*	.	-19	10	60*
[2] O=C(NCc1ccc2c(c1)OCO2)c1cc2ccccc2oc1=O
  -3	23	-7	-1	5	-5	4	-3
[3] O=C(NC1CCN(C(=O)Nc2ccc(F)cc2)CC1)c1ccccc1F
  3	19	-15	-4	0	1	6	7
[4] COc1ccccc1OCCNC(=O)Nc1cc(F)c(F)cc1Cl
  12	10	-3	1	10	2	18	8
[5] CC(Oc1ccccc1F)c1ccnc2nc(/N=C/N(C)C)nn12 (stereo unspecified)
  0	9	3	-3	-4	-9	-17	-3
[6] Cc1cccc(C)c1NC1=NC2(CCCCC2)N=C(N)N1
  9	-12	2	13	8	-9	-11	-16
[7] CCCC(=O)Nc1cccc(S(=O)(=O)N(C)c2ccccc2)c1
  0	1	-2	-6	4	0	1	4
[8] CC(NS(=O)(=O)c1ccc(Cl)c(Cl)c1)C(=O)Nc1cccnc1 (stereo unspecified)
  -1	-3	2	-11	-7	3	-5	13
[9] CCCSc1nnc(Cn2c(=O)sc3ccccc32)n1C
  7	2	-2	-2	-3	-13	-13	0
[10] CC(C)Oc1ccc(N2CC(C(=O)Nc3ccccc3F)CC2=O)cc1 (stereo unspecified)
  -9	-1	-2	5	-14	3	-3	7
[11] C=C(C)n1c(=O)n(Cc2ccc(C)cc2)c2ccccc21
  -1	12	-8	12	15	-5	-6	1
[12] COCCNC(=O)[C@@H]1CCCN1C(=O)C1CCN(S(=O)(=O)c2ccc(C)cc2)CC1
  -15	-13	-3	-12	5	-2	11	-4
[13] Cc1ccc(SCC(=O)Nc2ccc(N3CCOCC3)cc2)c(C)c1
  -10	19	7	2	-3	4	3	-2
[14] CC12CC3(C)CC(C)(C1)CC(C(=O)NC(=S)N1CCCC1)(C2)C3
  13	-14	-3	16	-3	0	10	-1
[15] Cc1cccc(OCCN2C(=O)C(=O)c3cc(C)ccc32)c1
  24	2	0	4	38	-6	6	-5
[16] O=c1c2ccccc2[nH]c2ccc(F)cc12
  14	-7	-4	6	-12	3	-4	3
[17] C=CCN(Cc1cc(OC)ccc1OC)S(=O)(=O)N(C)C
  2	4	2	4	2	-12	8	-5
[18] S=C(NCc1ccc(Cl)c(Cl)c1)Nc1ccc2c(c1)OCO2
  3	-10	2	-2	3	6	-9	3
[19] COc1ccc(NC(=O)Cn2ncn3c(cc4ccccc43)c2=O)c(OC)c1OC
  6	17	-4	0	4	-14	7	-2
[20] CCCCN(C(=O)Cc1ccc2c(c1)OCCO2)c1c(N)n(CC(C)C)c(=O)[nH]c1=O
  2	-10	1	0	2	10	6	3

More results follow:
Below each compound – Gli-Sufu antag	697 NFkB inh	EBI2 block	Apaf1 inhib	CCR6 antag	SENP8 inh	Jurkat NFkB inh	UBC13 polyUb
[21] Cc1cc(C)n2nc(CC#N)c(C#N)c2n1
  2	6	-2	-4	2	1	7	10
[22] Cn1ncc(Br)c1C(=O)N1CCN(C(=O)c2ccco2)CC1
  0	16	-5	4	10	-4	9	2
[23] Cc1ccc(-c2noc(CCC(=O)NCC3CCN(Cc4cccc(C)c4)CC3)n2)cc1
  10	14	11	-4	10	-9	5	56*
[24] NS(=O)(=O)c1ccc(CCNC(=O)/C=C/c2ccccc2[N+](=O)[O-])cc1
  1	11	-7	-5	4	0	1	14
[25] CC(=O)N(C)c1ccc(NC(=O)Nc2ccc(C)c(C)c2)cc1
  -24	-5	8	-7	-3	-2	-21	6
[26] O=C(NCCSc1ccccc1)c1cccnc1
  -46	-55	-2	-10	5	-16	-47	0
[27] O=C(CSc1nnc(CNC(=O)c2ccccc2F)o1)c1ccc(Cl)cc1
  3	21	7	1	8	4	14	-2
[28] Cc1c(C#N)c2ncn(CCCN(C)C)c(=O)c2n1-c1ccccc1
  8	15	-1	2	-15	-4	6	2
[29] COc1ccccc1CN1CCCCC1C(=O)O (stereo unspecified)
  -1	-11	-5	5	5	-2	-3	-5
[30] CC(=O)c1c(C)[nH]c(C(=O)Nc2nccs2)c1C
  -47	-39	-6	-6	8	3	-7	9
[31] CCOC(=O)N1CCC(NC(=O)c2cc3c(-c4ccc(OC)c(OC)c4)nn(C)c3s2)CC1
  9	41*	2	-1	5	5	-6	11
[32] Cc1ccccc1CSc1nnc([C@@H]2CCCN2)o1
  44	-44	6	11	3	-3	-23	-4
[33] COc1ccccc1/C=C/C=N/n1c(-c2ccc(Cl)cc2)n[nH]c1=S
  -12	-7	-1	9	-1	-4	0	-18
[34] CN(CCO)c1cc(Sc2nc3ccccc3s2)c2nonc2c1[N+](=O)[O-]
  9	-16	25	52*	113*	2	2	-30
[35] O=C(N/N=C/c1ccc(Cl)c([N+](=O)[O-])c1)c1cc(-c2ccccc2)nc2ccccc12
  4	5	-14	-12	2	-5	9	-8
[36] O=C(CSc1ncnc2sc3c(c12)CCCC3)c1ccccc1
  -19	2	17	17	-1	-5	-11	-4
[37] COc1ccc(S(=O)(=O)NC(N)=NCCc2ccc(OC)c(OC)c2)cc1
  .	8	.	-2	.	3	7	5
[38] COC(=O)c1ccc(CN2CCCC(CNC(=O)Cc3ccc(OC)cc3)C2)cc1 (stereo unspecified)
  13	-2	-1	-1	6	-2	8	3
[39] Cc1ccc(SCC(=O)NC2CCCCCC2)cc1
  -19	-28	32	14	5	-5	-45	-1
[40] Cc1ccc(Nc2nnc(SC(C)C(=O)NCC3CCCO3)s2)cc1 (stereo unspecified)
  -5	6	44	-1	-1	5	1	14

(more compounds)
Below each compound – Gli-Sufu antag	697 NFkB inh	EBI2 block	Apaf1 inhib	CCR6 antag	SENP8 inh	Jurkat NFkB inh	UBC13 polyUb
[41] CCOc1ccc(OCCC(=O)OCC(=O)N2CCN(S(=O)(=O)c3ccc(C)cc3)CC2)cc1
  -9	6	-1	4	-5	-5	-1	5
[42] O=C(Nc1ccccc1O)c1ccccc1O
  10	-17	-7	6	5	-5	-1	-6
[43] N#Cc1c(-c2ccc(F)cc2)ccnc1N1CCOCC1
  -9	-11	-6	-1	4	-4	8	9
[44] COC(=O)c1sccc1NS(=O)(=O)c1ccc(F)cc1F
  3	-3	-2	2	0	-2	3	10
[45] CCOCCn1c(CN2CCN(C(=O)c3ccco3)CC2)nc2c1c(=O)n(C)c(=O)n2C
  -7	-5	-8	3	10	-7	-2	1
[46] Cc1[nH]n(-c2ccccc2)c(=O)c1C=Nc1ccc2[nH]c(=O)[nH]c2c1
  8	2	9	2	14	-4	-7	-12
[47] O=S(=O)(/N=C(/Nc1ccccc1)C(F)(F)F)c1ccccc1
  -2	-16	-8	6	2	-9	-7	-5
[48] Cc1nc2ccccc2n1CC(=O)NN
  -4	12	-20	-4	7	0	3	1
[49] COCCCn1c(SCc2nc3ccccc3c(=O)[nH]2)nc2ccccc2c1=O
  1	-3	6	-2	-12	-8	-7	-9
[50] O=C(NCc1ccco1)c1cc([N+](=O)[O-])ccc1N1CCOCC1
  0	19	-2	7	12	-1	-8	-7
[51] CCOC(=O)C1=C(C)NC(=O)NC1c1ccccc1 (stereo unspecified)
  16	10	-11	-1	-2	-6	8	1
[52] CC(C)(CNC(=O)c1ccc(Br)o1)CNC(=O)c1ccc(Br)o1
  8	-24	6	-3	-15	3	-12	-2
[53] CC1CCCCC1NC(=O)c1cccc(N2C(=O)C3C4C=CC(C4)C3C2=O)c1 (stereo unspecified)
  1	-27	-2	-9	13	-6	8	5
[54] COc1cc(C2NC(=O)NC(c3ccccc3)=C2C(C)=O)c(Br)cc1OCC(N)=O (stereo unspecified)
  3	-3	1	6	7	3	-6	-8

Entries shown so far containing an aryl methoxy group, in the order listed:
Below each compound – Gli-Sufu antag	697 NFkB inh	EBI2 block	Apaf1 inhib	CCR6 antag	SENP8 inh	Jurkat NFkB inh	UBC13 polyUb
[4] COc1ccccc1OCCNC(=O)Nc1cc(F)c(F)cc1Cl
  12	10	-3	1	10	2	18	8
[17] C=CCN(Cc1cc(OC)ccc1OC)S(=O)(=O)N(C)C
  2	4	2	4	2	-12	8	-5
[19] COc1ccc(NC(=O)Cn2ncn3c(cc4ccccc43)c2=O)c(OC)c1OC
  6	17	-4	0	4	-14	7	-2
[29] COc1ccccc1CN1CCCCC1C(=O)O (stereo unspecified)
  -1	-11	-5	5	5	-2	-3	-5
[31] CCOC(=O)N1CCC(NC(=O)c2cc3c(-c4ccc(OC)c(OC)c4)nn(C)c3s2)CC1
  9	41*	2	-1	5	5	-6	11
[33] COc1ccccc1/C=C/C=N/n1c(-c2ccc(Cl)cc2)n[nH]c1=S
  -12	-7	-1	9	-1	-4	0	-18
[37] COc1ccc(S(=O)(=O)NC(N)=NCCc2ccc(OC)c(OC)c2)cc1
  .	8	.	-2	.	3	7	5
[38] COC(=O)c1ccc(CN2CCCC(CNC(=O)Cc3ccc(OC)cc3)C2)cc1 (stereo unspecified)
  13	-2	-1	-1	6	-2	8	3
[54] COc1cc(C2NC(=O)NC(c3ccccc3)=C2C(C)=O)c(Br)cc1OCC(N)=O (stereo unspecified)
  3	-3	1	6	7	3	-6	-8

The list is partial; count on the stated rates, not on these rows.
